# Anesthetic bind: binds horse apoferritin like a general anesthetic; P02791; apoferritin/1-aminoanthracene competitive binding, fluorescence; Potency, µM (highest dose often 77.5 µM), without a hit: top-dose activity change, negative = displacement, usual class: inhibitors; 0.074% of 350,000 active; note: potency is the fitted concentration of half-maximal effect; % is set by controls: 0 for no effect and ±100 for the full control effect; nearly all actives have a fitted effect of over 20% in size
#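 Steps: apoferritin (10 uM) was premixed with half-saturated 1-AMA in PBS, compounds were pin-transferred, plates stood 10 min at room temperature, fluorescence was read at 380/535 nm, and curves were fitted with a Hill equation.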
# APE1 inh: blocks human APE1 abasic DNA cleavage; 0.35% of 350,000 active; recombinant APE1, TAMRA/BHQ-2 abasic DNA cleavage fluorescence; P27695; Potency, µM (titrated, usually from 65.8 µM), inactives show top-dose activity change, negative = inhibition, most hits filed as inhibitors;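 note: potency is the fitted concentration of half-maximal effect; plate controls were vehicle for no effect and reference inhibitor for full effect; nearly all actives have a fitted effect of over 55% in size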
# Target sequence (P27695 whole entry, looked up): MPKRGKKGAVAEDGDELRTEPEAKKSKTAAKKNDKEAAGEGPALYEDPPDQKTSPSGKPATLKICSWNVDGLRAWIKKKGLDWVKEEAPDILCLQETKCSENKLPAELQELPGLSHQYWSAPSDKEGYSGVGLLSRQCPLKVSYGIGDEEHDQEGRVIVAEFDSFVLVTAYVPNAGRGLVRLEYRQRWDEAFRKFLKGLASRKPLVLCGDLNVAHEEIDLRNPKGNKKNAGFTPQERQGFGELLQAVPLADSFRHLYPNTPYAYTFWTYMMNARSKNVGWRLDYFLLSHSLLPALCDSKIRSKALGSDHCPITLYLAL
#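 Endonuclease cleavage of a quenched abasic-site DNA duplex (50 nM) by APE1 (0.75 nM) was tracked by TAMRA dequenching. Compounds were preincubated with enzyme 15 min at room temperature; data normalized to buffer-only and DMSO wells plus NSC13755 control.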
# Pol kappa inh: blocks human DNA polymerase kappa activity; Q9UBT6; purified Pol kappa, fluorescent DNA synthesis assay, 10 min; Potency, µM (titrated, usually from 107 µM), inactives show at the top dose activity, negative = inhibition, hits mostly inhibitors; 0.53% of 400,000 active; AID 588579; note: potency is the fitted concentration of half-maximal effect; % is set by controls: 0 for no effect and ±100 for the full control effect
#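 50 nM final substrate added after 15 min RT preincubation of 10 nM Pol kappa with compound; fluorescence read at 0 and 10 min.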
# Pol beta inh: DNA polymerase beta (human) inhibition; AID 485314; 1.3% of 340,000 active; P06746; Pol beta primer extension/strand displacement, fluorescence kinetic; Potency, µM (highest dose often 114 µM), for inactives: at the top dose activity change, negative = inhibition, usual class: inhibitors; note: potency is the fitted concentration of half-maximal effect; % is set by controls: 0 for no effect and ±100 for the full control effect
#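 Homogeneous kinetic assay of primer extension and strand displacement by 10 nM Pol beta, preincubated 15 min at room temperature with compound before 50 nM substrate (final) was added. Read at 0 and 10 min; four-parameter Hill fit.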
# TRHR agonist: activates the human TRH receptor; P34981; TRHR cells, calcium flux fluo-8, FDSS agonist mode; activation, % at 2 µM; 0.18% of 360,000 active; in the data active = activation above about 30%; note: 0% is about no effect
#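 Agonist-mode FDSS calcium read (Ex 480/Em 530, 1 s cycles) in 1536-well TRHR cells with fluo-8 dye, after 10-cycle baseline and 23 nL compound addition; TRH at EC20 (10 nM final) added afterwards for the enhancer phase.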
# POLI inh: inhibitors of human DNA polymerase iota. Potency, µM (series often up to 115 µM), without a hit: at the top dose activity, negative = inhibition, most hits filed as inhibitors. 1% of 390,000 active. Q9UNA4. Pol iota fluorescent replication assay, 10 min; note: potency is the fitted concentration of half-maximal effect
#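 Pol iota at 10 nM preincubated 15 min with compounds at room temperature; reaction started with fluorescent substrate, 50 nM final. Fluorescence read kinetically at 0 and 10 min; buffer-only wells as negative control.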
# ERG Ets-DNA blk: blocks human ERG Ets domain binding to DNA; 0.028% of 370,000 active; fluorescence polarization, His-ERG Ets domain / labelled DNA; Potency, µM (doses to about 76.9 µM), without a hit: top-dose FP activity, negative = inhibition, usual class: inhibitors; P11308; active = well fitted inhibition curve with a large enough effect in the polarisation, with a control signal flat; inconclusive = small, poorly fitted or top-dose-only effect, or effect the other way, or a change in a side signal; inactive = no such curve, though single readings can be large or run the other way; the % refers to the polarisation;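 note: polarization taken with two DNA probes labelled with fluorescein and Texas red; potency is the fitted concentration of half-maximal effect; % of control where 0% means no effect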
#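 His-tagged ERG Ets domain (1 uM in the protein solution; 300mM KCl, 50mM Tris-HCl, 1mM EDTA, 1mM DTT, pH 7.5) received compound, then a probe mix of 5 nM fluorescein-DNA and 100nM Texas-615-DNA. Fluorescence polarization was read for both dyes.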
# BLM inh: inhibitors of human Bloom syndrome helicase BLM. 0.2% of 350,000 active. AID 2528. Potency, µM (doses to about 56.1 µM), for inactives: at the top dose activity change, negative = inhibition, hits mostly inhibitors. recombinant BLM DNA unwinding, fluorescence dequenching;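 note: potency is the fitted concentration of half-maximal effect; plate controls were vehicle for no effect and no enzyme for full effect; nearly all actives have a fitted effect of over 35% in size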
# ALOX12 inh: ALOX12 (human) lipoxygenase inhibition | 1.1% of 580,000 active | Potency, µM (top dose mostly 108 µM), without a hit: at the top dose activity change, negative = inhibition, actives largely listed as inhibitors | P18054 | purified 12hLO, xylenol orange hydroperoxide absorbance; note: potency is the fitted concentration of half-maximal effect; % is set by controls: 0 for no effect and ±100 for the full control effect
# Target sequence (P18054 whole entry, looked up): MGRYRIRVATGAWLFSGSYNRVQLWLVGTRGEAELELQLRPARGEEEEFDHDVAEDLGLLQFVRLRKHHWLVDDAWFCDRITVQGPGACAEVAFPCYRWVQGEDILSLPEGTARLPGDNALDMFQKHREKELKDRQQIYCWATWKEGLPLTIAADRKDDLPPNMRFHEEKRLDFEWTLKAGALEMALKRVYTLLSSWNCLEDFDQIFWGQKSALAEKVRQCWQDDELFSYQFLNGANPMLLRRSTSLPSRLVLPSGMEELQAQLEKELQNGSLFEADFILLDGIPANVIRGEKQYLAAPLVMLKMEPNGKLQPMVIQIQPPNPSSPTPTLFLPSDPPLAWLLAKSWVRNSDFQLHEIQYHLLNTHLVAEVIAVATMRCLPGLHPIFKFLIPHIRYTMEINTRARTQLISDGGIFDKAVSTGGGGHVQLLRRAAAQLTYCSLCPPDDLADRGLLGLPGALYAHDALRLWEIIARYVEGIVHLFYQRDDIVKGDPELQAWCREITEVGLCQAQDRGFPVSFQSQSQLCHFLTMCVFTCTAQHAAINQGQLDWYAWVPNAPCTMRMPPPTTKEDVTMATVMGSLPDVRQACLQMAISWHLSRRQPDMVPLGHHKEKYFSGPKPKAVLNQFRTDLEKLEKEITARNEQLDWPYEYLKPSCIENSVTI
#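 Hydroperoxide product was detected by ferrous iron/xylenol orange as the 573 to 405 nm absorbance ratio. Arachidonic acid at 40 uM (final) was turned over for 30 min at room temperature by 150 nM human 12hLO, pH 7.0 Hepes buffer, after 15 min compound preincubation.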
# The depositor's hits bear a star; ? = inconclusive; nt = not tested or not shown; [ ] = another dose, or the depositor's remark. Unless noted, calls come from the whole dose curve; as a rule, active = well fitted curve in the direction sought with a large enough effect; inconclusive = small, poorly fitted or top-dose-only effect, or another doubt; inactive = no such curve, though single readings can be large; an effect the other way counts as inactive or inconclusive. This is a subset; count on the stated rates, not on these rows.
Compound,Anesthetic bind,APE1 inh,Pol kappa inh,Pol beta inh,TRHR agonist,POLI inh,ERG Ets-DNA blk,BLM inh,ALOX12 inh
COc1ccc(C(=O)Nc2ccc(S(=O)(=O)Nc3onc(C)c3C)cc2)c(OC)c1,-3%,1%,-7%,7%,-0.2,79%[activator],-5%,1%,-1%
O=C1c2ccccc2C(=O)N1CCc1csc(-c2cccc(F)c2)n1,0%,0%,-12%,6%,-0.7,8%,5%,-4%,0%
CCOC(=O)Cn1nc(C)c([N+](=O)[O-])c1C,-2%,10%,8%,29%,-0.8,-10%,11%,-4%,29%
OCC[C@@H]1C[C@H](O)[C@@H](O)[C@]2(Cc3ccccc3CO2)O1,-9%,-2%,-3%,0%,0.3,14%,12%,1%,-8%
CC/C(=N\O)C(C)(C)/[N+]([O-])=C/c1ccc(Br)cc1,?,-2%,-9%,-2%,0.6,-3%[58.9 µM],-1%,-3%,2%
CNC(=O)COc1cccc(C(=O)NCc2ccccc2)c1,-1%,3%,-11%,26%[57.1 µM],-0.1,112%[activator],-7%,1%,8%
C[C@@H](C(=O)N1CCN(C(=O)OC(C)(C)C)CC1)n1cc(-c2cn([C@@H](C)C(=O)N3CCN(C(=O)OC(C)(C)C)CC3)nn2)nn1,-6%,-4%,nt,9%,-0.5,nt,nt,-1%,nt
CCn1cc2nc(SCC(=O)Nc3ccccc3F)n(Cc3ccccc3)c(=O)c2n1,-8%,-5%,-2%,-1%,-0.4,20%,1%,-7%,1%
CCCc1cc(=O)[nH]c(Nc2cc(C)ccc2OC)n1,2%,nt,12%,1%,0.0,20%,0%,-3%,-24%
Cc1ccc(CSCCNC(=O)c2ccc(C)cc2)cc1,-16%,15%,-14%,0%,-0.7,-11%,1%,-7%,-8%
Cc1ccc(OCC(=O)NN=C2C3CC4CC(C3)CC2C4)cc1,nt,8%,-7%,nt,0.2,34%[activator],0%,nt,16%
O=C(COC(=O)C1CC(=O)N(Cc2ccccc2)C1)Nc1ccccc1F (stereo not drawn),1%,?,7%,-1%,0.0,17%,-12%,-7%,0%
Cc1c(Cl)cnc(NC(=O)COC(=O)c2ccc(S(=O)(=O)NCc3ccco3)cc2)c1Cl,-22%,?,2%,32µM*,-0.3,-3%,0%,-14%,?
Cn1nnnc1SCC(=O)NCc1cc([N+](=O)[O-])ccc1O,-9%,3%,-15%,2%,-0.5,-7%,-7%,-2%,?
CC1CCN(C(c2ccc(N(C)C)cc2)c2nnnn2C(C)(C)C)CC1 (stereo not drawn),-6%,4%,-8%,24%,-0.1,-14%,-3%,-3%,62%[activator]
COCCNS(=O)(=O)c1cc(Br)ccc1OC,-11%,-4%,-12%,-2%,0.5,-2%[58.9 µM],-1%,2%,3%
O=C(Cc1coc2ccc3ccccc3c12)Nc1nccs1,-3%,-8%,-17%,?,-1.1,-4%,3%,-1%,10%
CCNC(=O)CC1C(=O)N(c2ccc(F)cc2)C(=S)N1CCc1ccncc1 (stereo not drawn),-3%,9%,-12%,5%,-0.9,11%,-1%,-7%,-6%
CCCCCCCCCC(=O)NNC(=O)c1c(O)c2ccccc2n(CC)c1=O,-3%,16%,3%,2%,-0.2,44%[activator],2%,-2%,4%
CCOc1ccc(-n2cc(C(=O)Nc3cccc(OC)c3)c3cc(OC)c(OC)cc3c2=O)cc1,-12%,?,-3%,26%,0.4,3%,0%,-11%,0%
O=C(O)c1ccccc1C1=Nc2ccc(O)cc2Oc2cc(O)ccc21,-3%,-5%,-20%,50µM*,9.9,40µM*,?,-3%,1%
O=C1Nc2cccnc2N(C(=O)CCl)c2ccccc21,4%,-3%,11%,28%,0.1,?,2%,-4%,?
Cc1ccc2nc(-c3ccc(NC(=O)c4ccco4)cc3)[nH]c2c1,-17%,?,-29%,25µM*,1.6,?,-4%,1%,-26%
CCCOc1ccc(N2CC(C(=O)NC(C)C)CC2=O)cc1 (stereo not drawn),-5%,-5%,6%,18%,-0.7,10%,3%,4%,-11%
COC(C(=O)Nc1cccc(F)c1)c1ccccc1 (stereo not drawn),-13%,3%,-8%,0%,-1.0,27%,-8%,-1%,11%
COc1ccc(OC)c(NC(=O)CN(c2ccccc2OC)S(=O)(=O)c2ccc(C)cc2)c1,40%[activator],nt,-9%,-3%,-0.8,7%,-2%,-8%,-8%
Cc1cc(NCCC(C)C)n2nc(C)c(-c3ccccc3)c2n1,-10%,6%,-8%,-18%,-0.1,-3%,-1%,-14%,-22%
O=C(CSc1nc2nc3c(cc2c(=O)n1-c1ccccc1)CCCC3)Nc1ccccc1,-8%,2%,2%,0%,0.9,27%,-3%,-8%,-76%
O=C(Nc1ccc(Br)cc1)C(Cc1ccccc1)NS(=O)(=O)c1cccc2nsnc12 (stereo not drawn),-4%,nt,-9%[60.1 µM],-8%,0.6,-21%,-3%,-1%,-16%
CC(=O)/C(N=Nc1cccc(C(F)(F)F)c1)=C(\C)O,-10%,1%,-24%,1%,-0.7,-1%,-4%,-3%,-2%
CCCCC(CC)CNC(=O)C(=O)c1ccccc1NC(C)=O (stereo not drawn),-1%,1%,-9%,22%,-1.2,50%[activator],2%,2%,-17%
CCCCCN(C(=O)CCC(=O)OCc1cccc(C)c1)c1c(N)n(CCCC)c(=O)[nH]c1=O,nt,25%,1%,nt,0.0,12%,-17%,nt,-16%
O=C(Oc1ccc(N(Cc2cccs2)C2=NS(=O)(=O)c3ccccc32)cc1)c1ccccc1Cl,-5%,-2%,0%,-10%,0.2,?,2%,-10%,18%
COc1ccc(/C=N/NC(=O)C(C)n2cnc3ccccc3c2=O)cc1 (stereo not drawn),-15%,-6%,-5%,-9%,-0.2,165%[activator],-16%,2%,-2%
COc1ccc(CNC(=O)CCN2C(=O)c3ccncc3C2=O)cc1OC,-1%,4%,6%,4%,0.7,54%[activator],7%,-2%,-11%
CCOC(=O)c1nn(-c2ccccc2)c2nc(Nc3ccccc3)cc(=O)n12,-11%,-3%,-13%,-24%,0.9,-5%,-1%,-8%,25%
O=[n+]1cc(-c2ccccc2)n([O-])c2c1CCC2,-9%,16%,-6%,6%,0.6,10%,0%,-5%,0%
Cc1ccnc(NC(=O)c2ccc(S(=O)(=O)N3CCCCCC3)cc2)c1,nt,20%,-5%,nt,0.0,16%,12%,nt,-18%
Cc1ccc(Nc2nc(C(=O)NCC3CCCO3)cs2)cc1 (stereo not drawn),0%,6%,2%,-16%,-1.3,15%,10%,-2%,-1%
Cc1ccccc1C(OCCN(C)C)C1CCCCC1 (stereo not drawn),-11%,13%,-7%,38%,1.7,1%,2%,4%,-27%
CCc1ccc(CN2C(=O)c3ccccc3C2C(=O)NCc2cccnc2)cc1 (stereo not drawn),-6%,-3%,7%,7%,0.3,98%[activator],4%,-4%,16%
CC(=O)Nc1nonc1NC(C)=O,-3%,1%,-6%,-6%,0.6,-2%,-9%,2%,50%[activator]
CCc1ccccc1NC(=S)N(CCN(C)C)C(C)c1cccnc1 (stereo not drawn),-4%,4%,2%,5%,-0.2,65%[activator],-6%,2%,-12%
Cc1ccc(C)c(CN2C(=O)c3ccccc3S(=O)(=O)c3ccc(C(=O)N4CCCC4)cc32)c1,?,nt,-5%,14%,0.2,5%,-8%,-2%,-11%
CCCCN(C(=O)Cn1nnc2ccccc21)C(C(=O)NCCOC)c1ccc(OC)cc1OC (stereo not drawn),-11%,0%,-4%,-1%,-0.7,32%[activator],-10%,-2%,-5%
O=C(NCc1ccccc1Cl)c1ccc2c(c1)N(Cc1ccccc1)CCS2,482%[activator],nt,-1%,11%,0.2,41%[activator],0%,-5%,?

# Full records, quoted from the list:
# O=C(Cc1coc2ccc3ccccc3c12)Nc1nccs1 across the screens: Anesthetic bind = -3%; APE1 inh = -8%; Pol kappa inh = -17%; Pol beta inh = ?; TRHR agonist = -1.1; POLI inh = -4%; ERG Ets-DNA blk = 3%; BLM inh = -1%; ALOX12 inh = 10%
# CCOc1ccc(-n2cc(C(=O)Nc3cccc(OC)c3)c3cc(OC)c(OC)cc3c2=O)cc1 across the screens: Anesthetic bind = -12%; APE1 inh = ?; Pol kappa inh = -3%; Pol beta inh = 26%; TRHR agonist = 0.4; POLI inh = 3%; ERG Ets-DNA blk = 0%; BLM inh = -11%; ALOX12 inh = 0%

# Records listed above printed as active in POLI inh.
molecule	Anesthetic bind	Pol kappa inh	Pol beta inh	TRHR agonist	POLI inh	ERG Ets-DNA blk	BLM inh	ALOX12 inh
O=C(O)c1ccccc1C1=Nc2ccc(O)cc2Oc2cc(O)ccc21	-3%	-20%	50µM*	9.9	40µM*	?	-3%	1%

# Of the compounds above, 3 contain bromine:
Compound,Anesthetic bind,APE1 inh,Pol kappa inh,Pol beta inh,TRHR agonist,POLI inh,ERG Ets-DNA blk,BLM inh,ALOX12 inh
CC/C(=N\O)C(C)(C)/[N+]([O-])=C/c1ccc(Br)cc1,?,-2%,-9%,-2%,0.6,-3%[58.9 µM],-1%,-3%,2%
COCCNS(=O)(=O)c1cc(Br)ccc1OC,-11%,-4%,-12%,-2%,0.5,-2%[58.9 µM],-1%,2%,3%
O=C(Nc1ccc(Br)cc1)C(Cc1ccccc1)NS(=O)(=O)c1cccc2nsnc12 (stereo not drawn),-4%,nt,-9%[60.1 µM],-8%,0.6,-21%,-3%,-1%,-16%

# Assay outcomes from PubChem.
